# TDP1 cell CPT: DT40-hTDP1 cell growth loss with CPT. chicken DT40 Tdp1-/-;hTDP1 cells + 20 nM CPT, ATP luminescence, 48 h. Potency, µM (doses to about 46.2 µM), without a hit: top-dose activity change, negative = growth inhibition, most hits filed as inhibitors. 420,000 compounds, 12% hits. AID 686979; also: nearly all actives have a fitted effect of over 55% in size
#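 Cell growth measured by CellTiter-Glo luminescence after a minimum 48 h, 37 C compound exposure with 20 nM CPT in Tdp1-knockout DT40 cells stably expressing hTDP1, seeded 400/well; qHTS titration format.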
# DT40 TDP1 no CPT: qHTS for Inhibitors of human tyrosyl-DNA phosphodiesterase 1 (TDP1): qHTS in cells in absence of CPT. Potency, µM (series often up to 46.2 µM), for inactives: at the highest dose activity change, negative = growth inhibition, usual class: inhibitors. DT40 Tdp1-/- hTDP1 cells, no CPT, ATP luminescence, 48 h. AID 686978, 2013. 420,000 compounds, 15% hits; also: nearly all actives have a fitted effect of over 55% in size
#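 Chicken DT40 Tdp1-/- cells complemented with human TDP1, screened without camptothecin (DMSO vehicle only), 400 cells/well. Compounds pin-transferred, cells incubated at 37 °C for at least 48 hr. Growth read as ATP-dependent luminescence (CellTiter-Glo, 30 min at RT).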
# TDP1 inh: TDP1 (human) enzyme inhibition. 350,000 compounds, 0.28% hits. Q9NUW8. recombinant TDP1, AlphaScreen DNA substrate cleavage. Potency, µM (titrated, usually from 130 µM), inactives show at the highest dose activity change, negative = inhibition, most hits filed as inhibitors; also: nearly all actives have a fitted effect of over 40% in size
# Target sequence (Q9NUW8 whole entry, looked up): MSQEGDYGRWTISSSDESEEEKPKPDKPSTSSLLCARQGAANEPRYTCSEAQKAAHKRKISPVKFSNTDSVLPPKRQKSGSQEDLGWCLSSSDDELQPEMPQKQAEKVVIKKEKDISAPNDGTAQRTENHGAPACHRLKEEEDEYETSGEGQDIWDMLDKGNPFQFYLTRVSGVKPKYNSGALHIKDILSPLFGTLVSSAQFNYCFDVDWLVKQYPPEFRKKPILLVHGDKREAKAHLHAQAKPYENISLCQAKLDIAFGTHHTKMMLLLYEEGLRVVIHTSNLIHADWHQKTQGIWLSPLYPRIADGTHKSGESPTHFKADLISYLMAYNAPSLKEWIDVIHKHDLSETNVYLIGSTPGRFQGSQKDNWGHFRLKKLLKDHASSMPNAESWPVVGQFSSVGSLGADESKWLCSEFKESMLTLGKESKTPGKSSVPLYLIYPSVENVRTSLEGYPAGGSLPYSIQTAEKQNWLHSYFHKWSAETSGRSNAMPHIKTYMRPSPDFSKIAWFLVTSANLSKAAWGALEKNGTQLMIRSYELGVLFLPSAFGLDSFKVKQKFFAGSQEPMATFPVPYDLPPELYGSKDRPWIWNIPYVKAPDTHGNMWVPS
#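 AlphaScreen read-out: signal falls as enzyme removes the 3' tyrosine-FITC from a 5'-biotinylated DNA oligo (15 nM, 5 min, RT). Enzyme was E. coli-made recombinant Tdp1 at 1 nM, exposed to compound for 15 min beforehand; beads 10 ug/ml, 10 min.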
# An asterisk follows results filed as active; u = inconclusive; x = no result given; & = joins results of further samples; [ ] = dose if it differs, or a comment. Calls follow the shape of the dose curve; as a rule, active = well fitted curve in the direction sought with a large enough effect; inconclusive = small, poorly fitted or top-dose-only effect, or another doubt; inactive = no such curve, though single readings can be large; an effect the other way counts as inactive or inconclusive. % is scaled to controls: 0 for no effect and ±100 for the full control effect; potency is read from the fitted curve at half-maximal effect.
structure | TDP1 cell CPT | DT40 TDP1 no CPT | TDP1 inh
Cc1ccc(C)c(S(=O)(=O)N(C)c2ccc(OC(=O)C3CCN(C(=O)c4ccc(F)cc4)CC3)cc2)c1 | u | -22% | x
COC(=O)c1ccccc1NC(=O)CN(Cc1ccc(Cl)cc1)S(C)(=O)=O | u | -9% | 4%
CCn1cc2nc(SCC(=O)Nc3ccccc3C(F)(F)F)n(Cc3ccc(C)cc3)c(=O)c2n1 | 16µM* | 18µM* | u
Cc1cc(C)c(NC(=O)CSc2nc3ccc(N4C(=O)c5ccccc5C4=O)cc3s2)c(C)c1 | 0% | -15% | 6%
CCCCOc1cccc(C(=O)Nc2ccccc2N2CCCC2)c1 | -16% | u | x
COC(=O)c1sccc1S(=O)(=O)NCc1ccc(S(N)(=O)=O)cc1 | 2% | -20% | 0%
Cc1cccc(OC(C)C(=O)NCc2ccc(S(N)(=O)=O)cc2)c1 (centres undefined) | 0% | -16% | -3%
Cc1ccc(NC(=O)CSc2ccc(C(N)=O)cc2[N+](=O)[O-])cc1C | 10µM* | 16µM* | -5%
CCOc1cccc(-c2nn3c(-c4ccccn4)nnc3s2)c1 | -21% | u | 3%
O=C(C1=C(O)C(=O)N(Cc2ccco2)C1c1cccc([N+](=O)[O-])c1)c1ccco1 (centres undefined) | -3% | 12% | 1%
CC(=O)c1ccc(N(CC(=O)NC2CCCCC2)C(=O)CNC(=O)c2ccco2)cc1 | 3% | -16% | x
O=C(OCCN1CCOCC1)c1ccc2c(c1)OCCO2 | -18% | -10% | 1%
CCOc1ccc(NC(=O)CC2C(=O)N(c3ccc(Cl)cc3)C(=O)N2Cc2cccs2)cc1 (centres undefined) | u | 13µM* | 3%
Nc1cccc2c1C(=O)c1ccc(Cl)cc1C2=O | -3% | -12% | x
COc1ccc(NC(NC(=O)c2cccnc2)C(Cl)(Cl)Cl)cc1 (centres undefined) | -27% | -28% | 5%
CCNc1nc(NCC)n2c(SCC(=O)Nc3ccccc3OC(F)F)nnc2n1 | -23% | -12% | 1%
Cc1nc(C)c(C(=O)N/N=C/c2ccco2)s1 | 34%[activator] | u | 8%
Cc1cccc(OCC(=O)OC2CCN(C)CC2)c1 | -3% | -3% | 2%[56.1 µM]
Cc1cc(C)cc(CN2CCOc3ccc(CN4CCC(O)(c5cccnc5)CC4)cc3C2)c1 | -2%[9.04 µM] | u | x
O=C(CN(c1ccc(F)cc1)S(=O)(=O)c1ccc2c(c1)OCCO2)N1CCOCC1 | 4% | -13% | 0%
O=C(CSc1ccccc1C(=O)O)c1ccc(Cl)cc1 | 32%[activator] | 3% | x
CCCn1c(N)c(N(CCOC)C(=O)CSCC(=O)Nc2ccc(OC)cc2)c(=O)[nH]c1=O | -19% | 0% | 0%
O=C(CC1N=C2c3ccccc3N=C(SCc3ccc(Cl)cc3)N2C1=O)NC1CCCCC1 (centres undefined) | u | u | 6%
CC1(C)Cc2cccc(OCC(=O)Nc3cc(C(F)(F)F)ccc3N3CCOCC3)c2O1 | u | u | 1%
COc1ccc(C(C)=O)cc1COC(=O)c1ccc(S(=O)(=O)N2CCOCC2)cc1 | 7% | 7% | 5%
CC(C)Oc1cccc(C(=O)C2CCCN(C(=O)c3cc(C4CC4)[nH]n3)C2)c1 (centres undefined) | -23% | u | 3%
CN(C)c1nc2n(c(=O)n1)C(C#N)CS2 (centres undefined) | -19% | -14% | 7%
CCOC(=O)c1c(C)[nH]c2cc(Br)c(OC)cc12 | -1% | -22% | 4%
COc1ccccc1NC(=O)c1oc2ccccc2c1NC(=O)C1CCCCC1 | -23% | u | 9%
CCCCNc1oc(-c2ccc(COc3ccccc3C)o2)nc1C#N | u | u | 5%

# Gathered by group, the compounds so far containing an NH in an aromatic ring.
structure | TDP1 cell CPT | DT40 TDP1 no CPT | TDP1 inh
CCCn1c(N)c(N(CCOC)C(=O)CSCC(=O)Nc2ccc(OC)cc2)c(=O)[nH]c1=O | -19% | 0% | 0%
CC(C)Oc1cccc(C(=O)C2CCCN(C(=O)c3cc(C4CC4)[nH]n3)C2)c1 (centres undefined) | -23% | u | 3%
CCOC(=O)c1c(C)[nH]c2cc(Br)c(OC)cc12 | -1% | -22% | 4%

# (cont.)
structure | TDP1 cell CPT | DT40 TDP1 no CPT | TDP1 inh
Brc1ccc(-c2nnc3n2CCCCC3)cc1 | 0% | -3% | 2%
CCCCON1C(=O)c2cccc3cccc(c23)C1=O | 12% | u | 35µM*
Cc1ccc(N(C(=O)c2csnn2)C(C(=O)NC2CCCC2)c2ccccn2)cc1 (centres undefined) | -3% | -18% | 1%
COc1ccc(NC(=O)CCC(=O)NCCO)cc1 | -19% | -3% | 6%
CCOc1ccc(S(=O)(=O)NCCC(=O)NCCc2ccc(OCC)c(OCC)c2)cc1 | -6% | -15% | x
O=C(NCc1ccccc1F)c1cccc(S(=O)(=O)NCc2ccccc2)c1 | 7% | u | 0%
Cc1ccc(NC(=O)CN2C(=O)CSc3ccc(S(=O)(=O)N4CCCCC4)cc32)cc1 | u | -13% | 6%
C/C(=N\NC(=O)c1c(C)nc2ccccn12)c1ccc(C(C)(C)C)cc1 | 18µM* | 12µM* | 13%
CCn1c(Cc2ccc(OC)cc2)nc2ccccc21 | u | -28% | 5%
COc1ccc(OC)c(CN2CCC(CO)(CCOc3ccccc3)CC2)c1 | -17% | u | 5%
N=c1c2c3c(sc2ncn1Nc1ccccc1)CCC3 | u | u | x
CC1CC(C)CN(C(=O)COC(=O)c2cccc(S(=O)(=O)N(C)c3ccccc3)c2)C1 (centres undefined) | u | u | -9%
O=C(O)C1=C[C@@H](c2ccccc2)C[C@@H](OCCCCO)O1 | 0% | 2% | x
CCOC(=O)N1CCC2(CC1)OC(=O)C(C)=C2C(=O)NCc1cccc(OC)c1 | -27% | u | -2%
Cc1ccc2nc(SCc3nc4cc(Cl)ccc4c(=O)[nH]3)[nH]c2c1 | -9% | u | x
COc1ccccc1CNC(=O)CSc1nc(-c2ccccc2)cn1N | u | -17% | 10%
CC(=O)Nc1ccc(S(=O)(=O)NCCC(=O)Nc2ccc(C)cn2)cc1 | 0% | -5% | 1%
O=C(NCCc1cccc(Cl)c1)c1ccc(OC2CCN(Cc3ccccn3)CC2)cc1 | 29µM* | 16µM* | x
COc1ccc(NC(=O)CS(=O)(=O)Cc2ccccc2)c([N+](=O)[O-])c1 | 0% | -6% | 2%
CCN(CC)c1ccc(NC(=O)CCCCCN2C(=O)c3ccccc3C2=O)cc1 | -15% | u | 6%
CCn1ccc(C(=O)N2CCN(c3ncccn3)CC2)n1 | -4% | 21% | 6%
COc1ccccc1C1=NOC(Cn2c(NCC3CCCO3)nc3c2c(=O)n(C)c(=O)n3C)C1 (centres undefined) | -2% | u | x
CC(C)(C)NC(=O)CCN(/N=C/c1ccccc1O)C1=NS(=O)(=O)c2ccccc21 | 21µM* | 15µM* | x
COc1ccc(NC2CCCN(C(=O)c3cc(C)nc4cc(F)ccc34)C2)cc1 (centres undefined) | -15% | -1% | 2%
CCN(CC)S(=O)(=O)c1cc(C(=O)OCC(=O)Nc2cccc(Br)c2)ccc1F | -27% | -20% | -2%
O=C(NCCO)C(=O)c1c(-c2ccc(Cl)cc2)cc2ccccn12 | 6% | 5% | -3%
Cc1cccc(NC(=S)NC(=O)c2ccc(Br)o2)c1 | 1% | -27% | x
CCOc1ccccc1C(=O)N[C@H](C(=O)OCc1cc(=O)oc2cc(C)ccc12)C(C)C | 6.5µM* | 16µM* | 0%
Cc1cc(C)cc(NS(=O)(=O)c2ccc(F)cc2)c1 | 0% | -30% | 4%
COc1ccccc1CNC(=O)COC(=O)/C=C/c1ccc2c(c1)OCO2 | -17% | -12% | 0%

# Quoted at random: three entries already listed, in no set order.
structure | TDP1 cell CPT | DT40 TDP1 no CPT | TDP1 inh
COc1ccccc1CNC(=O)COC(=O)/C=C/c1ccc2c(c1)OCO2 | -17% | -12% | 0%
CCN(CC)S(=O)(=O)c1cc(C(=O)OCC(=O)Nc2cccc(Br)c2)ccc1F | -27% | -20% | -2%
COc1ccc(NC(=O)CS(=O)(=O)Cc2ccccc2)c([N+](=O)[O-])c1 | 0% | -6% | 2%

# Other records
structure | TDP1 cell CPT | DT40 TDP1 no CPT | TDP1 inh
CCOc1ccc(NC(=O)CSc2nnc(C(C)C)n2CC)cc1 | -3% | -11% | 7%
COc1cc(CN2C(=O)C(Cc3ccccc3)ON=C2c2ncccc2C)cc(OC)c1 (centres undefined) | u | u | x
O=C(CSc1nnc(Cc2cc(=O)[nH]c(=O)[nH]2)n1-c1ccc(F)cc1)NC1CCCC1 | -17% | -8% | 1%
CCCCOc1cccc(OCCCC)c1C(=O)Nc1cc(C)on1 | u | u | 4%
CN(C)NC(=S)NC(=O)C12CC3CC(CC(C3)C1)C2 | 4.1µM* | 8.2µM* | 4%
Cc1cc(C)c(C(=O)CSC2=NC(N)=C(C#N)C3(CCCCC3)C2C(N)=O)cc1C (centres undefined) | u | u | 1%
O=C(C1=C[C@@H](c2ccc(C(F)(F)F)cc2)C[C@@H](OCc2ccc(CO)cc2)O1)N1CCN(Cc2ccc3c(c2)OCO3)CC1 | 21µM* | 21µM* | 0%
Cc1ccc(Cl)c(NC(=O)COC(=O)c2ccccc2C(=O)c2ccc(Cl)c([N+](=O)[O-])c2)c1Cl | -103% | 10µM* | 2%
CC1=CC(C)(C)C(C(=O)O)C(C(=O)O)C1 (centres undefined) | -8% | -28% | 6%
Cc1nc([N+](=O)[O-])cn1CC(O)c1ccc(-c2ccccc2)cc1 (centres undefined) | -15% | u | 6%
CCC(C)N(C(=O)c1csnn1)C(C(=O)NC1CCCC1)c1ccc(F)cc1 (centres undefined) | -15% | -30% | 4%[0.0935 µM]
CCCCC(=O)Nc1cccc(-c2nc3ncccc3o2)c1C | 1%&-11% | u | -1%[12.3 µM]
Cc1ccc(NC(=S)NN2CCN(C)CC2)c(C)c1 | -12% | 0% | 0%
Cc1cnc2c(C(=O)O)cnn2c1 | 18% | -10% | -5%
Cc1cc(C)c(S(=O)(=O)NCCOc2ccccc2)c(C)c1-n1cnnn1 | 0% | -26% | 5%
Cc1noc(C)c1C(=O)OCC(=O)c1cc(C)n(Cc2ccccc2Cl)c1C | 21µM* | 15µM* | 3%
CCN(CC)CCCN(Cc1cc2cc3c(cc2[nH]c1=O)OCO3)C(=S)Nc1ccc(OC)cc1 | -28% | 29µM* | 3%
O=C1CCNc2cc3ccccc3cc21 | u | u | -7%
CCOc1ccc(C(=O)NCC(C)NC(=O)c2ccc(OCC)cc2)cc1 (centres undefined) | 6% | -6% | x
COc1cccc(OC(=O)CSc2nnc(-c3ccccc3Br)o2)c1 | -8% | -16% | -12%
COC(=O)CCCCCN1C(=O)NC(c2ccc(-c3ccccc3)cc2)C(C(=O)OCc2ccccc2)=C1C (centres undefined) | u | u | 5%&4%
CCc1ccc(OCC(=O)Nc2cccc3nsnc23)cc1 | -3% | 20% | x
O=C(Cn1cnc2nc3c(cc2c1=O)CCCC3)Nc1ccc(F)cc1Cl | 2% | -14% | 4%
Cn1cc(CCCC(=O)NCc2ccccc2Cl)c2ccccc21 | u | u | 4%
CCCn1cc(SCC(=O)Nc2ccc3c(c2)OCO3)c2ccccc21 | -29% | u | 3%
c1cncc(CNc2ncncc2-c2ccc3c(c2)OCO3)c1 | 6.5µM* | 10µM* | x
CCn1c2ccccc2c2cc(CN3CCN(Cc4ccccc4C)CC3)ccc21 | 16µM* | u | -5%[12.3 µM]
O=C1C2CC=C(Cl)CC2C(=O)N1CCC[n+]1ccccc1 (centres undefined) | -2% | -22% | 5%
COc1ccccc1N(CC(=O)NCC1CCCO1)C(=O)Cn1nnc(-c2cccs2)n1 (centres undefined) | 4% | u | -3%
CCc1noc(C)c1C(=O)NNC(=O)c1ccccc1F | -11% | u | 1%
COc1ccc(C(=O)N(c2ccc(OC)cc2)S(=O)(=O)c2ccc3c(c2)n(C)c(=O)n3C)cc1 | u | u | 6%
Cc1ccc2nsnc2c1S(=O)(=O)N1CCCC1 | 8% | 8% | 5%
COc1ccc(C2CC(c3ccc(Cl)cc3Cl)n3nc(N)nc3N2)cc1 (centres undefined) | -19% | u | 5%
COc1ccc(C)cc1NC(=O)C(c1ccccc1)N1CCN(CC(=O)N2CCCC2)CC1 (centres undefined) | u | u | -6%
Cc1ccc(CNC(=O)/C=C/[C@H]2O[C@@H](n3cc(C)c(=O)[nH]c3=O)C[C@@H]2O)o1 | 2% | 2% | x
CC(=O)N1CCc2cc(Br)cc(S(=O)(=O)NCCCN3CCC(C)CC3)c21 | -4% | 12% | 6%
